Compound activity as filed in PubChem BioAssay.
tim23-1 inh – growth inhibitors of tim23-1 mutant yeast, primary screen, luminescence, uHTS. S. cerevisiae tim23-1 growth, BacTiter-Glo luminescence, 24 h. inhibition, % at 20 µM. 330,000 tested, 1.3% active;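 active = growth inhibition of the mutant yeast at or above 50%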;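 also: temperature-sensitive mutant grown at 25 °C; plate controls were DMSO-treated mutant yeast for no effect and medium wells lacking yeast for full effect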
UPR CHOP act – activators of apoptotic CHOP UPR arm, primary screen, cell-based, CHO-CHOP luciferase reporter, luminescence, uHTS | UPR activation; percent of tunicamycin response over DMSO baseline | 330,000 tested, 0.34% active | AID 449763, 2010 | activation, % at 10 µM;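 active = at 10 µM dose, activation of 40% or more, normalized to positive control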;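 also: 100% = tunicamycin at 10 µg/mL and 0% = DMSO alone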
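Test system: CHO CHOP reporter cells. Input: 500 CHO-CHOP cells per well. Medium: F12 with 10% FBS. Technique: luciferase luminescence. Measure: percent activation relative to tunicamycin control. Dosing: 10 µM compound, 0.5% DMSO. Timing: 16-18 h cell attachment, then 6 h compound exposure, 37 °C.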
XBP1 UPR activ – activators of adaptive XBP1 UPR arm, primary screen, cell-based, CHO-XBP1 luciferase reporter, luminescence, uHTS. IRE1-XBP1 UPR activation; percent of tunicamycin response, DMSO as zero. activation, % at 20 µM. 330,000 tested, 0.33% active;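 active = versus positive control, 20 µM dose yields 30% or more activation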;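 also: 100% = tunicamycin at 10 µg/mL and 0% = DMSO only wells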
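Material: CHO-XBP1 cells stably carrying IRE1-XBP1-driven luciferase reporter | Medium: F12 with 10% serum | Compound dosing: 20 µM single concentration, DMSO 1% | Incubation: Overnight seeding at 37 °C, 6 h compound treatment at 37 °C | Detection: Steady-Glo luminescence read | Read-out basis: % activation of reporter signal versus tunicamycin and DMSO controls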
CCR6 antagonist – CCR6 receptor antagonists, primary screen, cell-based, CHO-K1, luminescence, beta-arrestin, uHTS; AID 493098, 2011; inhibition, % at 20 µM; 340,000 tested, 0.49% active; CHO-K1 CCR6 PathHunter beta-arrestin, CCL20-stimulated;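 active = compounds whose inhibition of the agonist-driven luminescence signal at 20 µM reaches about 50%, limit read from the data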;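 also: cells stimulated with CCL20 at 14 nM final; plate controls were DMSO with CCL20 for no effect and DMSO without agonist for full effect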
CXCR6 block – CXCR6 receptor inhibitors, primary screen, cell-based, beta-arrestin, luminescence, CHO-K1 PathHunter, 1536-well. inhibition, % at 20 µM. 360,000 tested, 0.36% active. AID 602244, 2012. C-X-C chemokine receptor type 6 (Homo sapiens), O00574; in the data active = inhibition above about 34%, passing the limit was not always enough;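 also: antagonist mode with CXCL16 agonist at 10 nM final; 0% = 10 nM CXCL16 with DMSO and 100% = unstimulated wells without agonist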
Mdm2-MdmX inh – inhibitors of human Mdm2-MdmX association, primary screen, cell-based, luminescence, split luciferase, SaOS-2, uHTS; SaOS-2 split-luciferase Mdm2/MdmX complementation; inhibition, % at 8 µM; 330,000 tested, 3% active; AID 485346, 2010;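 active = inhibition of at least 50% at 8 µM in the primary screen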
Target sequence (O15151 whole entry, looked up): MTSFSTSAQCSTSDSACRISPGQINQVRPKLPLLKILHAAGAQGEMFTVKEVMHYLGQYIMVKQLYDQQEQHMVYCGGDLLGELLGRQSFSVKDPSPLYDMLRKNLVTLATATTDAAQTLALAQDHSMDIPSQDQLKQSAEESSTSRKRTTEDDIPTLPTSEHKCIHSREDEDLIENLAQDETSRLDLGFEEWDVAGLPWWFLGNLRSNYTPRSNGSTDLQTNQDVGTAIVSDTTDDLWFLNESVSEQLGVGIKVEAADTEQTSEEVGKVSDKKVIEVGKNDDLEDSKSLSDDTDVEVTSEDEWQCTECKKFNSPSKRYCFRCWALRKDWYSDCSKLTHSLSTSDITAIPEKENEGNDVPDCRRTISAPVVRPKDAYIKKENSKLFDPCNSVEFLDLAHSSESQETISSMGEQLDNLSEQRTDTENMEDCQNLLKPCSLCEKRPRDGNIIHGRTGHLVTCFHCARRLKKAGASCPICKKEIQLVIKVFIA
Target sequence (Q00987 whole entry, looked up): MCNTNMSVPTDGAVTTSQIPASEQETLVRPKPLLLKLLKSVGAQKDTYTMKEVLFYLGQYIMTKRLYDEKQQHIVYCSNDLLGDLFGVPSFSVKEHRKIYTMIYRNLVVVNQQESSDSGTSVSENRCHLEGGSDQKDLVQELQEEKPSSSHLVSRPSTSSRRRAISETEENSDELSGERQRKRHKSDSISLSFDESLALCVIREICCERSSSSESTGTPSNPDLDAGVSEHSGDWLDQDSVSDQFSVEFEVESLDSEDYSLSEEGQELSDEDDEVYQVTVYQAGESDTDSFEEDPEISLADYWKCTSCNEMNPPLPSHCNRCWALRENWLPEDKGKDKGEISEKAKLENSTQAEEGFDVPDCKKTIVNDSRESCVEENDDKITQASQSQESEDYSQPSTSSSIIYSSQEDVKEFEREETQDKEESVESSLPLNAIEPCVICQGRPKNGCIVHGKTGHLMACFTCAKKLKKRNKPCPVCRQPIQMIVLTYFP
APJ antag – antagonists of human apelin receptor APJ, primary screen, CHO-K1 cells, beta-arrestin complementation, luminescence; 330,000 tested, 0.32% active; inhibition, % at 20 µM; P35414;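 active = inhibition above about 40% at 20 µM, limit read from the data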;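 also: cells challenged with 10 nM apelin-13 agonist together with compound; plate controls were apelin-13 plus DMSO wells for no effect and DMSO wells lacking apelin-13 for full effect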
APJ ag – agonists of human apelin receptor APJ, primary screen, CHO-K1 cells, PathHunter beta-arrestin, luminescence; P35414; 0% DMSO wells, 100% apelin; activation, % at 20 µM; 330,000 tested, 0.11% active; AID 2520, 2010;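 active = activation more than six SD over the plate average, tested at 20 µM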;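 also: 0% = DMSO alone and 100% = apelin-13 at 10 nM; some results filed as inactive read as strong as hits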
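Assay system: CHO-K1 cells stably expressing ProLink-tagged human APJ and arrestin–beta-gal acceptor. Compound dosing: 20 µM single point, 1% DMSO. Times: 16-18 h seeding, 90 min dark compound exposure, 60 min detection. Detection: beta-gal luminescence. Evaluation: APJ–arrestin association signal. Controls: negative DMSO alone, positive Apelin-13 at 10 nM.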
EBI2 block – EBI2 receptor antagonists, beta-arrestin recruitment, primary screen, cell-based, luminescence, 7a,25-OHC stimulation, uHTS; AID 651636, 2012; 360,000 tested, 0.81% active; inhibition, % at 5 µM; G-protein coupled receptor 183 (Homo sapiens), P32249; 7a,25-OHC stimulated; in the data active = inhibition above about 38%;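 also: enzyme fragment complementation signal reports receptor beta-arrestin coupling in cells; 0% = agonist plus DMSO wells and 100% = wells without agonist; some results beyond the cut were filed as inactive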
* = called active by the depositor. An excerpt (hit frequency here may not be typical).

SMILES	tim23-1 inh	UPR CHOP act	XBP1 UPR activ	CCR6 antagonist	CXCR6 block	Mdm2-MdmX inh	APJ antag	APJ ag	EBI2 block
COc1cc(/C=C/C(=O)OCC(=O)NC(=O)NC(C)C)cc(OC)c1OC	18	-1.4	-2	13	8	18	-6	-2	4
COC(=O)CSc1nnc(-c2ccc3c(c2)OCO3)n1C	-5	-0.2	0	14	3	37	1	-4	-7
O=C(CCn1cccc1)Nc1nccs1	4	-3.3	1	3	-4	1	-5	-5	-1
O=C(Nc1cc(Cl)ccc1Cl)C1CC(=O)N(c2ccccc2)C1 (stereo unspecified)	-25	-3.2	-1	4	-3	22	13	2	10
Cc1cc(C)c2c(N)c(S(=O)c3ccc(C(C)(C)C)cc3)sc2n1 (stereo unspecified)	60*	-3.0	0	-12	3	23	10	1	6
Cc1[nH]n(-c2ccccc2)c(=O)c1/C=N/N(C)c1ccccc1	-8	2.8	-1	35	14	25	1	3	-22
Cc1nc(SCC(=O)Nn2c(-c3ccccc3)nc3ccccc3c2=O)n[nH]1	-1	-0.4	-4	2	-8	3	-1	0	-5
CSc1cccc(N2CC(C(=O)Nc3cccc(S(=O)(=O)N4CCCC4)c3)CC2=O)c1 (stereo unspecified)	6	-3.1	-1	12	-8	28	-5	-3	6
O=C1NN(c2ccccc2)C(=O)/C1=C\c1coc2ccc(O)cc2c1=O	14	0.7	2	-5	-10	8	10	-2	5
CC(C)c1ccc2nc(N)sc2c1	-5	4.3	1	5	-2	-22	-6	-2	2
CC(=O)Nc1ccc(S(=O)(=O)Oc2cccc(/C=C3\SC(N)=NC3=O)c2)cc1	5	-1.3	-1	8	19	17	-6	-3	-10
C/C=C/C=C/C(=O)O	1	1.5	-1	-5	-3	20	-2	-2	0
CCn1ccnc1CN(C)Cc1cn(-c2ccccc2)nc1-c1ccc(OC)cc1F	23	0.4	3	6	-4	0	2	-1	11
C=CCCC(=O)N1CCC(Oc2cccc(C(=O)NCc3ccccn3)c2)CC1	6	-1.1	-5	14	4	18	9	-7	0
CC1CCc2cc(F)cc3c(O)c(C(=O)NCC4CCCO4)c(=O)n1c23 (stereo unspecified)	2	-2.2	-2	-1	-7	71*	4	4	0

Looked up one by one from the entries so far (two):
SMILES	tim23-1 inh	UPR CHOP act	XBP1 UPR activ	CCR6 antagonist	CXCR6 block	Mdm2-MdmX inh	APJ antag	APJ ag	EBI2 block
C=CCCC(=O)N1CCC(Oc2cccc(C(=O)NCc3ccccn3)c2)CC1	6	-1.1	-5	14	4	18	9	-7	0
COc1cc(/C=C/C(=O)OCC(=O)NC(=O)NC(C)C)cc(OC)c1OC	18	-1.4	-2	13	8	18	-6	-2	4

Later entries.
SMILES	tim23-1 inh	UPR CHOP act	XBP1 UPR activ	CCR6 antagonist	CXCR6 block	Mdm2-MdmX inh	APJ antag	APJ ag	EBI2 block
CC(C)c1ccc(/C=C/c2ccc(=O)n(C)n2)cc1	6	5.1	-3	6	-4	-117	-6	1	1
CCC(=O)N1N=C(c2ccc(C)cc2)CC1c1ccco1 (stereo unspecified)	25	-0.5	5	-1	-2	9	8	-1	-8
CC(C)N(Cc1nc(-c2ccccc2)no1)C(=O)C(Cl)(Cl)Cl	32	0.5	3	6	-3	-8	3	0	7
Cc1ccc(NC(=S)c2nc3ccccc3[nH]2)cc1	49	10.0	-2	49	-5	-55	-12	2	16
CC(C)C[C@@H](C(=O)NCc1ccco1)N1C(=O)N2CCc3c([nH]c4ccccc34)[C@@]2(C)C1=O	6	-1.5	0	8	-3	26	-11	7	6
CC(C)Cc1nc(SCC(=O)NCC2CCCO2)c2c(=O)n(C)c(=O)n(C)c2n1 (stereo unspecified)	14	0.6	-4	-1	5	-2	13	-3	-4
Cc1ccc(N2CC(C(=O)OCc3ccccc3)CC2=O)cc1 (stereo unspecified)	14	0.5	-3	13	-1	3	-6	-4	-1
C[C@]12CC[C@H](O)CC1=CCC1C2CC[C@@]2(C)C1CCC21OCCO1 (stereo partly specified)	15	-1.0	1	-2	-11	41	-1	-1	3
Cc1nc(-c2ccccc2)sc1C(N)=O	96*	0.2	-1	-4	-7	28	-6	-4	-2
O=C(C[C@H]1C/C=C\C[C@H](NC(=O)OCC2c3ccccc3-c3ccccc32)C(=O)OC[C@H]2CCCN2C1=O)NCCO	7	-1.2	-1	0	-10	15	-11	-2	8
O=C(NCc1ccccc1)C12CN(Cc3ccccc3)CC1C(c1ccc([N+](=O)[O-])cc1)=NO2 (stereo unspecified)	23	-0.2	-1	6	2	0	-14	-1	-4
CC1(C)CCC(=O)N2CC[C@H]3C[C@H](OC(=O)Nc4ccc5c(c4)OCO5)C[C@@H]1[C@H]32	13	4.1	4	-3	2	34	1	6	3
COc1cccc(NC(=O)COC(=O)c2nc(Cl)ccc2Cl)c1	27	-0.8	0	0	-1	22	11	-2	-3
O=C(CSC(=S)N1CCSCC1)c1ccccc1	14	3.7	-3	8	8	-148	21	-4	0
C#CCN(C#N)c1nc(NCC)nc(NC(C)C)n1	11	-1.3	3	-7	0	7	1	-3	-6
CCCS(=O)(=O)c1c(S(=O)(=O)CCC)c2ccccn2c1C(=O)OC	21	0.7	-1	27	2	13	17	-3	-8
COC(=O)c1cc(=O)c2cccc(OC)c2[nH]1	-2	-0.6	1	7	-6	24	0	0	1
CO/N=C1\CCn2c1c(C)c1ccccc12	-2	0.3	2	9	-21	3	-3	-2	-7
CC(C)c1onc(C(=O)N2CCCCC2)c1[N+](=O)[O-]	8	-0.4	-3	-16	-4	20	-6	1	-7
O=C(OCC#Cc1c(COC(=O)c2ccccc2)nnn1Cc1ccccc1)c1ccccc1	6	-2.0	-4	19	3	14	6	-1	-1
c1ccc(CCNCCCOc2cccc3ccccc23)cc1	8	-0.7	2	-2	-14	18	9	-1	4
Cc1cc(NC(=O)CSc2nnc(-c3cccc(F)c3)n2N)no1	17	0.7	-1	-1	6	-30	-6	-3	-2
BrC(/C=C\c1ccccc1)=N/Nc1nc(N2CCOCC2)nc(N2CCOCC2)n1	35	0.0	-3	3	0	6	6	-3	1
COc1cc(Cl)ccc1OCc1cc(C(=O)N(C)Cc2cccc3cnccc23)no1	19	2.9	-3	5	-15	0	7	0	10
CC(=O)c1c(C)[nH]c(C(=O)COC(=O)c2cccs2)c1C	13	13	2	14	-1	-48	8	2	-4
OC(COc1ccc(Cl)cc1Cl)CN1CCc2ccccc2C1 (stereo unspecified)	-3	2.0	-2	8	-4	30	14	-3	15
CC(OC(=O)c1nsc(Cl)c1Cl)C(=O)NCCc1ccccc1 (stereo unspecified)	13	3.7	-5	13	0	7	14	-2	-9
CSc1ccccc1NC(=O)C1CCN(S(C)(=O)=O)CC1	-10	0.7	-9	4	8	6	6	2	3
O=C(CNC(=O)c1ccc(Br)o1)Nc1cccc(S(=O)(=O)N2CCCC2)c1	8	0.0	-2	14	0	5	1	-2	7
CCN(CC)c1ccc(/C=N/NC(=O)c2ccc3c(c2)OCCO3)cc1	59*	-1.3	-2	1	0	16	-12	3	4
c1cc(CNc2ccc(N3CCOCC3)cc2)ccn1	14	-2.4	-6	2	-8	25	-9	2	-3
Cc1cccc2c1NC(C)CC2C (stereo unspecified)	2	4.3	-1	-3	-5	-45	-6	4	-5
COc1ccc(C2C(C(=O)O)CC(=O)N2c2ccc(OC)cc2)cc1 (stereo unspecified)	4	-1.0	-2	-3	-5	15	6	-6	10
Cc1ccnc(N2C(=O)C3C4CC(C(Br)C4Br)C3C2=O)c1 (stereo unspecified)	21	0.3	-3	13	8	17	-13	13	0
COc1cc2c3c(c1OC)C1(C=CC(=O)C=C1)CC3N(C(=O)c1ccccc1)CC2 (stereo unspecified)	8	1.0	0	2	2	11	13	-4	-7
CC(CC(C)C(=O)Nc1ccccc1C(C)(C)C)C(=O)O (stereo unspecified)	-16	1.1	-2	-4	-6	13	15	-1	-10
O=C(Cn1nnc2c(sc3nc4c(c(-c5ccccc5)c32)CCC4)c1=O)c1ccccc1	1	-2.1	9	9	3	4	-18	-2	29*
CCN(CC(=O)Nc1c(F)cccc1F)C(=O)C1CCN(C(=O)c2ccc(Cl)cc2)CC1	15	-1.0	0	-5	5	10	-1	11	28
Cc1cc(Cl)ccc1OCC(=O)NNC(=O)C1CSC2(C)CCC(=O)N12 (stereo unspecified)	4	0.4	-2	-5	4	-6	16	6	4
O=C(/C=C/c1ccccc1Cl)NC1CCS(=O)(=O)C1 (stereo unspecified)	11	-0.1	-1	-4	-2	6	9	-3	-1
CCCC(=O)NC(=S)Nc1ccccc1N1CCOCC1	28	2.0	-3	-5	5	-17	7	-5	2
NC(=O)c1c(NC(=O)Cc2ccccc2)sc2c1CCN(Cc1ccccc1)C2	0	2.1	1	15	8	-12	3	-1	2
C/C(=N/NC(=O)c1cccs1)c1cccc(N)c1	1	2.0	5	2	-2	-14	10	-4	1
Cc1ccc(CN2CC(C(=O)N3CCN(S(=O)(=O)c4ccc(C)cc4C)CC3)CC2=O)cc1 (stereo unspecified)	-19	1.7	0	5	-5	17	8	-3	-3
CCCn1c(N)c(C(=O)CSc2nc(C3CC3)n(-c3ccccc3)n2)c(=O)[nH]c1=O	-15	0.7	0	-6	-16	25	2	-2	-5
COc1ccccc1NC(=O)C1CCN(C(=O)c2ccc(C(C)(C)C)cc2)CC1	26	5.2	3	18	6	29	-16	-3	4
C=CC[C@@H](CC(=O)N[C@H](CO)Cc1ccccc1)C(=O)NCCOC(=O)[C@@H](CC=C)CC(=O)OC(C)(C)C	0	-0.8	-2	-1	4	2	7	-1	-6
COc1ccc(NC(=O)CCC(=O)Nc2nnc(C(C)C)s2)cc1Cl	7	0.5	-4	5	-11	-2	6	-3	-10
O=C(c1ccc(NS(=O)(=O)c2ccc(Cl)cc2)cc1)N1CCOCC1	-10	-0.5	-4	-4	-6	7	0	-1	0
O=C(NC(C(=O)N/N=C/c1ccccn1)c1n[nH]c(=O)c2ccccc12)c1ccccc1 (stereo unspecified)	-12	-1.3	1	0	7	20	26	-5	1
CCC(=O)N(C)CCc1cc2c(c(OC)c1/C=N/NC(=O)c1ccc(Br)cc1)OCO2	15	-1.2	-3	24	2	-5	2	5	0
CC(=O)Nc1cccc(C(=O)Nc2nc(C)cs2)c1	16	2.3	0	-2	-7	7	14	-3	-6
CC1OC2C(OC1C)N(S(C)(=O)=O)CCN2S(C)(=O)=O (stereo unspecified)	1	-2.1	0	7	-6	-12	-1	-2	-6
